Screening results from PubChem.
NS3 helicase inh – blocks Hepatitis C virus NS3 helicase unwinding. inhibition, % at 10.9 µM. 290,000 compounds, 0.56% hits. NS3 helicase DNA unwinding, Cy5 molecular beacon fluorescence;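 active = inhibition above the mean of all tested compounds plus 3 SD, set per campaign, cut at about 35% in these data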;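 note: 0% = DMSO wells and 100% = thioflavine S control wells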
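Control set: DMSO versus 110 µM thioflavine S; Material: NS3 helicase fragment of HCV; Measured by: Cy5 fluorescence at 0 and 60 min, beacon hairpin quenching; Read-out basis: percent inhibition from t60/t0 fluorescence ratio; Times: reaction time 60 min, 25 °C; Repeats: single replicate; Compound dosing: single dose, 10.9 µM nominal final, DMSO 0.8% final.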
UBC9 SUMO inh – blocks human SUMOylation mediated by UBC9. inhibition, % at 35 µM. P63279. HTRF SUMOylation assay, SAE1/SAE2 + UBC9, in vitro. 290,000 compounds, 0.36% hits; in the data active = inhibition above about 50%, passing the limit was not always enough; note: strong numbers were not always called active
Target sequence (P63279 whole entry, looked up): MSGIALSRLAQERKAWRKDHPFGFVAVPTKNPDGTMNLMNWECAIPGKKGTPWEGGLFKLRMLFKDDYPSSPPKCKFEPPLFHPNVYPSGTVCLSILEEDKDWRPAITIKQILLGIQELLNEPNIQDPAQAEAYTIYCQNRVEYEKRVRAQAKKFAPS
IDE inh – cellular human IDE inhibition | 320,000 compounds, 0.41% hits | P14735 | HEK cells, FAbetaB cleavage, fluorescence polarization | inhibition, % at 5.59 µM | AID 434962;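 active = percent inhibition above the average of all tested compounds plus 3 SD, set per screening campaign, cut at about 16% in these data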;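 note: IDE supplied by intact live HEK cells; FP after avidin binding of uncleaved biotin substrate so inhibition keeps polarization high; 0% = DMSO wells and 100% = 60 µM reference IDE inhibitor Ii1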
FID counter – fluorescent intercalator displacement, NS3 helicase counter-screen; DNA fluorescent intercalator displacement, fluorescence; inhibition, % at 7.9 µM; 290,000 compounds, 0.17% hits; in the data active = inhibition above about 37%;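 note: 0% = vehicle and 100% = reference compound; higher means more ethidium bromide displaced from hairpin DNA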
VIM-2 inh – inhibitors of Pseudomonas aeruginosa VIM-2 metallo-beta-lactamase | purified VIM-2, nitrocefin hydrolysis, epi-absorbance fluorescence | inhibition, % at 5.6 µM | 290,000 compounds, 0.89% hits;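 active = inhibition above the mean of all tested compounds plus 3 SD, cutoff set per screening run, cut at about 7.5% in these data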;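 note: red hydrolysis product quenches plate fluorescence so inhibitors raise well fluorescence; 0% = enzyme with DMSO and 100% = DMSO without enzyme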
IMP-1 inh – inhibitors of Pseudomonas aeruginosa IMP-1 metallo-beta-lactamase. purified IMP-1, nitrocefin hydrolysis, epi-absorbance fluorescence. inhibition, % at 5.6 µM. 290,000 compounds, 0.45% hits. AID 1556;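 active = inhibition above the mean plus 3 SD of all compounds in the same screening run, cut at about 4.5% in these data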;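 note: 0% = IMP-1 with DMSO and 100% = DMSO wells lacking enzyme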
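System – purified recombinant IMP-1 beta-lactamase · Input – IMP-1 dispensed at 0.2 nM · Timing – 15 min preincubation plus 25 min reaction at 25 °C · Signal – Epi-absorbance fluorescence, 480 nm excitation, 530 nm emission · Measure – percent IMP-1 inhibition derived from blank-referenced optical density · Controls – Enzyme-plus-DMSO low control, enzyme-free DMSO high control · Replication – singlicate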
PfM18AAP inh – blocks P. falciparum M18 aspartyl aminopeptidase. inhibition, % at 7.35 µM. 290,000 compounds, 1.2% hits. recombinant PfM18AAP, H-Glu-NHMec fluorogenic cleavage;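 active = inhibition above the campaign mean inhibition over all tested compounds plus 3 SD, cut at about 28% in these data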;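 note: 0% = plate median of test compound wells and 100% = 2 mM ZnCl2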
pCIP destab – lowers stability of the mouse p/CIP coactivator protein; 290,000 compounds, 0.01% hits; Q05BA5; decrease of EGFP signal, % at 10 µM; F442A p/CIP-EGFP cells, EGFP fluorescence, 16 h;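 active = EGFP signal decrease of at least 30% at 10 µM or well 3 SD below plate mean, unless failing retest; inactive = the rest, including hits failing retest or dose response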; note: some compounds called inactive have numbers as strong as hits; many of its hits are not listed in these tables
IDE act – activators of human insulin-degrading enzyme in cells. AID 493087. 340,000 compounds, 0.073% hits. P14735. HEK cells, FAbeta-B cleavage, fluorescence polarization; 0% vehicle, 100% cell-free pure enzyme wells. activation, % at 5.96 µM;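 active = activation above the mean of all tested compounds plus 3 SD, set per screening campaign, cut at about 17% in these data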
The depositor's hits bear a star.

For COc1ccc2c(c1)O/C(=C\c1sccc1C)C2=O the results were NS3 helicase inh -4, UBC9 SUMO inh -8, IDE inh -2, FID counter 0, VIM-2 inh -1.3, IMP-1 inh 0.1, PfM18AAP inh 4, pCIP destab -12 and IDE act -6.
CCOC(=O)c1c(NC(=S)Nc2ccc(Cl)cc2)sc2c1CCN(C)C2 was read as NS3 helicase inh -39, UBC9 SUMO inh 5, IDE inh 13, FID counter 8, VIM-2 inh 2.2, IMP-1 inh -2.1, PfM18AAP inh 3, pCIP destab -4 and IDE act -12.
For Cc1ccnc(NC(=O)c2cccc(NC(=O)COc3ccccc3)c2)c1 the results were NS3 helicase inh -2, UBC9 SUMO inh 1, IDE inh 3, FID counter -19, VIM-2 inh -0.9, IMP-1 inh -3.5, PfM18AAP inh 4, pCIP destab -13 and IDE act 4.
For C/C(Cl)=C\CSc1nnc2n(N)c(=O)c3ccccc3n12 the results were NS3 helicase inh 2, UBC9 SUMO inh 14, IDE inh 3, FID counter -5, VIM-2 inh 2.6, IMP-1 inh -0.1, PfM18AAP inh 2, pCIP destab -14 and IDE act 0.
CCOC(=O)Cc1csc(NC(=O)CSc2nnc(C3CC3)n2C)n1 was read as NS3 helicase inh 2, UBC9 SUMO inh -1, IDE inh 5, FID counter -10, VIM-2 inh -5.6, IMP-1 inh -2.2, PfM18AAP inh -2, pCIP destab -5 and IDE act -2.
For COc1ccc2c(c1)C(C)=CC(C)(C)N2S(=O)(=O)c1ccc(NC(C)=O)cc1 the results were NS3 helicase inh -7, UBC9 SUMO inh 7, IDE inh 2, FID counter -25, VIM-2 inh 0.8, IMP-1 inh -0.1, PfM18AAP inh -14, pCIP destab -18 and IDE act 3.
For CCN(CC)S(=O)(=O)c1ccc(C(=O)N(c2ccccc2)C2C=CS(=O)(=O)C2)cc1 (stereo not given) the results were NS3 helicase inh 4, UBC9 SUMO inh 4, IDE inh 0, FID counter -26, VIM-2 inh -1.6, IMP-1 inh -1.4, PfM18AAP inh 9, pCIP destab -3 and IDE act 0.
O=C(CSc1nnc(NC(=O)c2c(F)cccc2Cl)s1)Nc1ccccc1F was read as NS3 helicase inh -4, UBC9 SUMO inh 4, IDE inh 2, FID counter -21, VIM-2 inh -5.5, IMP-1 inh -2.4, PfM18AAP inh 3, pCIP destab 7 and IDE act 1.
For COCCCNCCCCOc1ccc(Br)cc1C the results were NS3 helicase inh -22, UBC9 SUMO inh 3, IDE inh 2, FID counter 17, VIM-2 inh -5.3, IMP-1 inh -3.1, PfM18AAP inh -5, pCIP destab -6 and IDE act -1.
CC(OC(=O)Cn1c(C(F)(F)F)nc2ccccc21)C(=O)N1CCCc2ccccc21 (stereo not given) was read as NS3 helicase inh -21, UBC9 SUMO inh 10, IDE inh 4, FID counter -18, VIM-2 inh -3.2, IMP-1 inh -2.4, PfM18AAP inh -12, pCIP destab -5 and IDE act 2.
For CCCCNC1C(CC)C(CCC)C(C#N)(C#N)C1(C#N)C#N (stereo not given) the results were NS3 helicase inh -26, UBC9 SUMO inh 11, IDE inh 0, FID counter -8, VIM-2 inh -2.2, IMP-1 inh -0.2, PfM18AAP inh -4, pCIP destab 6 and IDE act -6.
CCn1c(CNc2ccc(F)cc2)nnc1SCC(=O)Nc1ccc(OC)cc1 was read as NS3 helicase inh -9, UBC9 SUMO inh -33, IDE inh 5, FID counter -22, VIM-2 inh -5.7, IMP-1 inh -3.8, PfM18AAP inh -2, pCIP destab -3 and IDE act 0.
Screening COc1ccc(C(=O)NNS(=O)(=O)c2ccccc2)cc1 returned NS3 helicase inh 5, UBC9 SUMO inh 14, IDE inh 3, FID counter 0, VIM-2 inh -2.5, IMP-1 inh -2.3, PfM18AAP inh 3, pCIP destab 0 and IDE act -5.
For O=C(OCc1nnc(-c2ccccc2)o1)c1ccco1 the results were NS3 helicase inh 2, UBC9 SUMO inh 21, IDE inh 0, FID counter -1, VIM-2 inh 1.1, IMP-1 inh -2.4, PfM18AAP inh -3, pCIP destab -10 and IDE act 3.
Screening Cc1ccc(S(=O)(=O)Oc2ccc(/C=C(/NC(=O)c3ccccc3)C(=O)NCCC(=O)O)cc2)cc1 returned NS3 helicase inh 25, UBC9 SUMO inh -11, IDE inh 5, FID counter -28, VIM-2 inh -3.3, IMP-1 inh -1.8, PfM18AAP inh 2, pCIP destab -15 and IDE act 1.
`Cc1nc(CC(=O)NNS(=O)(=O)c2ccc3ccccc3c2)cs1` gave NS3 helicase inh -2, UBC9 SUMO inh 6, IDE inh -5, FID counter -10, VIM-2 inh -3.5, IMP-1 inh -3.4, PfM18AAP inh -3, pCIP destab -11 and IDE act -4.
Screening Cn1c(C(C#N)C(=O)c2sc3ccccc3c2Cl)nc2ccccc21 (stereo not given) returned NS3 helicase inh -9, UBC9 SUMO inh 30, IDE inh 3, FID counter 0, VIM-2 inh -1.7, IMP-1 inh -3.1, PfM18AAP inh 2, pCIP destab -11 and IDE act -3.
Screening COc1cc(/C=N/NC(=S)Nc2cccc(C(=O)O)c2)cc(OC)c1OC returned NS3 helicase inh 7, UBC9 SUMO inh 11, IDE inh 10, FID counter -16, VIM-2 inh 0.0, IMP-1 inh -2.7, PfM18AAP inh 22, pCIP destab -18 and IDE act 4.
Screening COCCNC(=O)COc1coc(CN2CCN(Cc3ccccc3)CC2)cc1=O returned NS3 helicase inh 1, UBC9 SUMO inh 13, IDE inh 1, FID counter -6, VIM-2 inh 0.1, IMP-1 inh -1.7, PfM18AAP inh 2, pCIP destab 4 and IDE act 2.
Screening Cc1ccc2c(c1)/C(=C/c1ccccc1F)C(=O)N2 returned NS3 helicase inh -7, UBC9 SUMO inh 6, IDE inh 2, FID counter -18, VIM-2 inh -1.7, IMP-1 inh -4.7, PfM18AAP inh 17, pCIP destab -5 and IDE act 0.

2 records picked at random from those above:
Screening COCCNC(=O)COc1coc(CN2CCN(Cc3ccccc3)CC2)cc1=O returned NS3 helicase inh 1, UBC9 SUMO inh 13, IDE inh 1, FID counter -6, VIM-2 inh 0.1, IMP-1 inh -1.7, PfM18AAP inh 2, pCIP destab 4 and IDE act 2.
Screening Cc1ccc2c(c1)/C(=C/c1ccccc1F)C(=O)N2 returned NS3 helicase inh -7, UBC9 SUMO inh 6, IDE inh 2, FID counter -18, VIM-2 inh -1.7, IMP-1 inh -4.7, PfM18AAP inh 17, pCIP destab -5 and IDE act 0.

(further entries)
Cc1c(O)cc2c(c1O)C(=O)CC(c1ccccc1)O2 (stereo not given) was read as UBC9 SUMO inh -17, IDE inh 4, pCIP destab 4 and IDE act 5.
Screening C[C@]12CC[C@@H]3c4ccc(O)cc4CC[C@H]3[C@@H]1C[C@@H](O)[C@@H]2O[C@@H]1O[C@H](C(=O)O)[C@@H](O)[C@H](O)[C@H]1O returned NS3 helicase inh 0, UBC9 SUMO inh 7, IDE inh -1, FID counter -6, VIM-2 inh -0.8, IMP-1 inh 0.4, PfM18AAP inh -5, pCIP destab 5 and IDE act 3.
For CCOC(=O)c1ccc(NS(=O)(=O)c2cn(C)cn2)cc1 the results were NS3 helicase inh -3, UBC9 SUMO inh 14, IDE inh 1, FID counter -2, VIM-2 inh -2.9, IMP-1 inh -2.5, PfM18AAP inh -4, pCIP destab 4 and IDE act -2.
`O=C(OCC(=O)N1CCCc2ccccc21)c1cc(Cl)ccc1O` gave NS3 helicase inh -6, UBC9 SUMO inh 14, IDE inh 7, FID counter -12, VIM-2 inh -2.5, IMP-1 inh -1.1, PfM18AAP inh 0, pCIP destab -4 and IDE act 6.
For Cc1ccc(-c2nc(N3CCOCC3)sc2C(=O)N2CCCCC2)cc1 the results were NS3 helicase inh 18, UBC9 SUMO inh -8, IDE inh 0, FID counter -37, VIM-2 inh 0.1, IMP-1 inh 1.3, PfM18AAP inh 7, pCIP destab -5 and IDE act -5.
CC(=O)Nc1ccc(/C=C(\C#N)C(=O)NC2CCCCC2C)cc1 (stereo not given) was read as NS3 helicase inh -6, UBC9 SUMO inh -1, IDE inh 2, FID counter -11, VIM-2 inh -1.7, IMP-1 inh -0.4, PfM18AAP inh 8, pCIP destab 2 and IDE act 3.
Screening O=C(NCc1ccco1)c1cccc(F)c1 returned NS3 helicase inh 9, UBC9 SUMO inh -1, IDE inh 3, FID counter -2, VIM-2 inh 1.5, IMP-1 inh -3.8, PfM18AAP inh 9, pCIP destab -3 and IDE act 3.
`CCC(C)C(=O)Nc1ccccc1N1CCN(c2ccc(F)cc2)CC1` (stereo not given) gave NS3 helicase inh -2, UBC9 SUMO inh 3, IDE inh 14, FID counter -36, VIM-2 inh -2.6, IMP-1 inh -6.6, PfM18AAP inh 4, pCIP destab 6 and IDE act -1.
For CCC1CN(C(=O)NCc2ccc(F)cc2)c2cc(C)ccc2O1 (stereo not given) the results were NS3 helicase inh -4, UBC9 SUMO inh -10, FID counter -34, VIM-2 inh -2.7, IMP-1 inh -4.9, PfM18AAP inh 2, pCIP destab -9 and IDE act -5.
For Cc1c(Cl)cccc1NC(=O)Nc1cnccn1 the results were NS3 helicase inh 7, UBC9 SUMO inh -6, IDE inh -7, FID counter -9, VIM-2 inh -0.6, IMP-1 inh -1.0, PfM18AAP inh -9, pCIP destab -13 and IDE act -1.
`O=C1CC(N2CCN(Cc3ccccc3)CC2)C(=O)N1c1ccc2c(c1)OCCO2` (stereo not given) gave NS3 helicase inh 6, UBC9 SUMO inh -3, IDE inh -2, FID counter 7, VIM-2 inh -2.8, IMP-1 inh -0.5, PfM18AAP inh -24, pCIP destab -15 and IDE act 1.

Structures shown so far that have two or more sulfur atoms, in the order listed:
CCOC(=O)c1c(NC(=S)Nc2ccc(Cl)cc2)sc2c1CCN(C)C2 was read as NS3 helicase inh -39, UBC9 SUMO inh 5, IDE inh 13, FID counter 8, VIM-2 inh 2.2, IMP-1 inh -2.1, PfM18AAP inh 3, pCIP destab -4 and IDE act -12.
CCOC(=O)Cc1csc(NC(=O)CSc2nnc(C3CC3)n2C)n1 was read as NS3 helicase inh 2, UBC9 SUMO inh -1, IDE inh 5, FID counter -10, VIM-2 inh -5.6, IMP-1 inh -2.2, PfM18AAP inh -2, pCIP destab -5 and IDE act -2.
For CCN(CC)S(=O)(=O)c1ccc(C(=O)N(c2ccccc2)C2C=CS(=O)(=O)C2)cc1 (stereo not given) the results were NS3 helicase inh 4, UBC9 SUMO inh 4, IDE inh 0, FID counter -26, VIM-2 inh -1.6, IMP-1 inh -1.4, PfM18AAP inh 9, pCIP destab -3 and IDE act 0.
O=C(CSc1nnc(NC(=O)c2c(F)cccc2Cl)s1)Nc1ccccc1F was read as NS3 helicase inh -4, UBC9 SUMO inh 4, IDE inh 2, FID counter -21, VIM-2 inh -5.5, IMP-1 inh -2.4, PfM18AAP inh 3, pCIP destab 7 and IDE act 1.
`Cc1nc(CC(=O)NNS(=O)(=O)c2ccc3ccccc3c2)cs1` gave NS3 helicase inh -2, UBC9 SUMO inh 6, IDE inh -5, FID counter -10, VIM-2 inh -3.5, IMP-1 inh -3.4, PfM18AAP inh -3, pCIP destab -11 and IDE act -4.
